# AMA1 RON2 block – qHTS for Inhibitors of AMA1-RON; Towards Development of Antimalarial Drug Lead: Primary Screen. 360,000 compounds, 0.2% hits. AlphaScreen AMA1-biotinylated RON2 peptide binding. AID 720542, 2013. Potency, µM (titrated, usually from 58.2 µM), without a hit: at the top dose activity change, negative = inhibition, actives largely listed as inhibitors;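 note: potency is the fitted concentration of half-maximal effect; 0% = vehicle wells and -100% = peptide control; nearly all actives have a fitted effect of over 45% in size; some results filed as inactive show a strong effect at the top dose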
#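 AMA1 (3D7) with his tag at 25 nM final met compounds first, then biotinylated RON2 peptide at 25 nM; detection used donor plus acceptor beads, 10 µg/mL apiece, read by AlphaScreen after 30 min at room temperature.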
# Sm TGR inh – qHTS Assay for the Inhibitors of Schistosoma Mansoni Peroxiredoxins. AID 485364, 2010. 360,000 compounds, 3% hits. purified TGR, DTNB reduction, TNB absorbance 405 nm. Schistosoma mansoni thioredoxin glutathione reductase (TGR), Q962Y6. Potency, µM (top dose mostly 114 µM), inactives show top-dose activity change, negative = inhibition, hits mostly inhibitors; note: potency is the fitted concentration of half-maximal effect; nearly all actives have a fitted effect of over 60% in size
#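 TGR 20 nM + NADPH 100 uM (dispensed conc.), cpd preinc 15 min RT; start with NADPH (500 uM addition) then DTNB (15 mM addition). Kinetic TNB absorbance, 405 nm filter. Four-parameter Hill fit across titration.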
# HCV inh – qHTS Assay for Inhibitors of Hepatitis C Virus (HCV). Potency, µM (doses to about 41.8 µM), for the others: top-dose activity change, negative = inhibition, most hits filed as inhibitors. 340,000 compounds, 3.4% hits. Huh7.5.1 HCVcc-Cre infection, luciferase reporter, 44 h; note: potency is the fitted concentration of half-maximal effect
#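 Infectious HCV cell culture screen: compound-treated cells (1,000/well, pre-plated 4 h) are infected with HCVcc-Cre at roughly 0.5 moi and grown 44 h. Infection is quantified by luciferase signal after 15 min substrate incubation at room temperature.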
# FBPA Giardia inh – qHTS Assay for Inhibitors of Fructose-1,6-bisphosphate Aldolase from Giardia Lamblia; A8B2U2; purified Giardia FBPA; Potency, µM (doses to about 59.6 µM), for the others: at the highest dose activity, negative = inhibition, hits mostly inhibitors; 290,000 compounds, 0.71% hits; AID 2451, 2010; note: potency is the fitted concentration of half-maximal effect; nearly all actives have a fitted effect of over 55% in size
# Target sequence (A8B2U2 whole entry, looked up): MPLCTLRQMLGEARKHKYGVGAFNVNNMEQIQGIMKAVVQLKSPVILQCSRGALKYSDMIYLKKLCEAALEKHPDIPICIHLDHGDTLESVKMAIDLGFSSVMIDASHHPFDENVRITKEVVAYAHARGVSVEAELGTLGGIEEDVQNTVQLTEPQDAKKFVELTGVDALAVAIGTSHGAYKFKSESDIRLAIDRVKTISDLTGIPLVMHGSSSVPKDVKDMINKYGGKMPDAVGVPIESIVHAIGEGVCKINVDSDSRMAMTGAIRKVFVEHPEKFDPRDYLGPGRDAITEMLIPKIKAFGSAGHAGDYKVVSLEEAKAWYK
#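 40 nM FBPA preincubated 10 min at RT with compound (up to 57.5 uM final), then substrate plus GAPDH/TPI/NAD/arsenate coupling and diaphorase/resazurin added. Fluorescence read after 20 min at RT, 525/598 nm.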
# HCMV antiviral – qHTS Assay for inhibitors of the human cytomegalovirus (HCMV). activity change, negative = inhibition, % at 57.5 µM. 410,000 compounds, 4.5% hits. AID 1259415, 2018. HFF cells, HCMV-luciferase reporter, 72 h; active compounds read low; in the data active = activity change below about -60%; inconclusive = no clear call, values can overlap the other calls; inactive = above about -39%
#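 Inhibition of viral replication was scored as loss of reporter luminescence in HFFs infected with HCMV-luciferase (MOI 1 PFU/cell) for 72 h; compounds tested at 2 doses, normalized to buffer and Salinomycin controls.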
# AmpC detergent – qHTS Inhibitors of AmpC Beta-Lactamase (assay with detergent). P00811. AmpC hydrolysis of nitrocefin, absorbance 480 nm, 0.01% Triton. Potency, µM (highest dose often 114 µM), for inactives: at the highest dose activity change, negative = inhibition, hits mostly inhibitors. 370,000 compounds, 0.041% hits. AID 485294, 2010;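 note: potency is the fitted concentration of half-maximal effect; 0% = no-compound wells and -100% = no-enzyme wells; nearly all actives have a fitted effect of over 25% in size; some results filed as inactive show a strong effect at the top dose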
# Target sequence (P00811 whole entry, looked up): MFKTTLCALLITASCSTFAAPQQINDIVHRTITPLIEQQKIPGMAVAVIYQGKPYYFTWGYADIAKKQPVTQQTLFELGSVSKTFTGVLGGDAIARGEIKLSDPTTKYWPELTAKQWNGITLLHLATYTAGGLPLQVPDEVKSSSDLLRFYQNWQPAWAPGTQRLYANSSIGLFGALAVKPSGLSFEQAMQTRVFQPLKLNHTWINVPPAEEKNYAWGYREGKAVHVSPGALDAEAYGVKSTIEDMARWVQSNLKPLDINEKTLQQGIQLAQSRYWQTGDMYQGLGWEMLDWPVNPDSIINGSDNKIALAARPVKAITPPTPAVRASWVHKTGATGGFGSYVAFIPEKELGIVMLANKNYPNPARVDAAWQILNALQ
#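 AmpC (5.3 nM in the dispensed reagent) in 20 mM phosphate pH 7.0 with 0.01% (detergent screen) or 0.0001% Triton X-100 was preincubated with compounds for 15 min at room temperature. Nitrocefin was then added from an 800 uM solution, and hydrolysis was followed at 480 nm.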
# * = called active by the depositor; ? = inconclusive; · = no result given; + = active, no number; & = joins results of further samples; [ ] = dose if it differs, or a comment. Unless noted, calls come from the whole dose curve; as a rule, active = well fitted curve in the direction sought with a large enough effect; inconclusive = small, poorly fitted or top-dose-only effect, or another doubt; inactive = no such curve, though single readings can be large; an effect the other way counts as inactive or inconclusive. Unless noted, % is set by controls: 0 for no effect and ±100 for the full control effect.
# Second line of a record – AMA1 RON2 block	Sm TGR inh	HCV inh	FBPA Giardia inh	HCMV antiviral	AmpC detergent
> CC(=O)Nc1ccc(Nc2nnc(-c3ccc(C)c(S(=O)(=O)NCCO)c3)c3ccccc23)cc1
    7%	6%	-2%	4%	-1	2%
> O=C(OCC(=O)N1CCc2ccccc2C1)c1cccc([N+](=O)[O-])c1
    0%	-2%	-4%	1%	7	-13%
> CCc1ccc(NC(=O)CN2CCCN(Cc3cccc(Cl)c3)S2(=O)=O)cc1
    ·	-2%	·	·	+	1%
> CCOC(=O)C1(Cc2ccccc2)C(=O)N(CCCN(C)C)c2ccccc21 (centres undefined)
    2%	·	8%	·	-22	·
> O=C(Nc1ccc(Cl)cc1)C1CCCN1C(=O)NCc1ccccc1 (centres undefined)
    3%	19%	16%	9%	-13	-1%
> Cc1cccc(C(=O)N2CCN(c3ncnc4c3cnn4-c3ccccc3)CC2)c1
    21%	2%	?	-3%	8	?
> CSc1ccccc1NC(=O)c1c(C)noc1C
    -3%	-11%	13%	4%	-2	-12%
> COc1cc(CN2CCN(c3cccc(Cl)c3)CC2)cc(OC)c1OC
    -16%	2%	-5%	-8%	29	-6%
> c1ccc2nc(N3CCOCC3)c(N3CCOCC3)nc2c1
    -1%	-1%	5%	7%	-26	?
> CCC(C(=O)NCc1ccc2c(c1)CCN2C(=O)c1ccc(F)cc1)c1ccccc1 (centres undefined)
    ·	-1%	·	·	11	-2%
> CCOc1ccc(NC(=O)N2CCC(CN3CCCCCC3)CC2)cc1
    ·	?	·	·	31	1%
> COc1cc(/C=N/NC(=O)COc2ccc(-n3cnnn3)cc2)ccc1OCC(N)=O
    -4%	-1%	-1%	3%	8	-1%
> O=C(CSc1ncc(S(=O)(=O)c2ccc(Br)cc2)c(=O)[nH]1)NCc1ccccc1Cl
    ·	4%	·	·	-34	13%
> COc1ccc(-c2ccc([C@H]3[C@@H]4C=CCC[C@@]4(C)C(=O)N3Cc3ccccc3)c(F)c2)cc1OC
    -20%	-5%	?	-3%	271	-5%
> CCOC(=O)C1CCN(C(=O)c2nn(-c3ccc(OC)cc3)c(=O)c3c2c2ccccc2n3C)CC1
    ·	14%	·	·	11	1%
> CCOC(=O)Cc1csc(SCC(=O)Nc2cc(C)ccc2OC)n1
    17%	-2%	?	6%	-37	0%
> Cc1c(Cl)cccc1NC(=O)Cn1nnc(C(=O)NCc2cccs2)c1N
    -2%	15%	16%	1%	38	-9%
> CCCNC(=O)C(Cc1cccc(C#N)c1)NC(=O)c1ccc(C#N)cc1 (centres undefined)
    2%	-8%	?	·	13	2%
> COc1ccc(N2CCN(C(=O)CCCn3c(=S)[nH]c4cc5c(cc4c3=O)OCO5)CC2)cc1
    52%[activator]	10%	-10%	-13%	-17	-5%
> Cc1ccc(NC(=O)c2cnn3c(C(F)F)cc(-c4ccccc4)nc23)cc1F
    ·	-4%	·	·	-27	26%
> COc1ccc2c(c1)cc1c(=O)n(CC(=O)NCCCN3CCOCC3)nc(C)n12
    6%	-11%	1%	-5%	8	?
> CCSc1nc2c([nH]c3ccccc32)c(=O)n1-c1ccc(OC)cc1
    ·	3%	·	·	42	6%
> O=C(COc1ccc2ccccc2c1CN1CCOCC1)N1CCc2ccccc21
    10%	7%[11.4 µM]	-16%	6%	1	-13%
> Cc1cc(C(F)(F)F)nc(SCC(=O)Nc2cc(C)on2)n1
    -3%	5%	26%	1%	-3	-8%
> COC(=O)c1ccc(NC(=O)CNC(=O)c2sc3ccccc3c2Cl)cc1
    0%	-11%	6%	·	-27	-7%
> Cc1ccc(Cl)cc1N1CCN(C(=O)c2c(C)oc3ncnc(N4CCOCC4)c23)CC1
    ·	2%	·	·	8	15%
> COc1ccc(/C=C/C(=O)NCc2cn(C)nc2C)cc1COc1ccc(Cl)cc1Br
    -5%	-21%	?	1%	12	1%
> O=C(Cc1ccc(S(=O)(=O)N2CCOCC2)s1)NC1CCCCC1
    -9%[11.6 µM]	-14%	14%	·	-2	-20%
> Cc1nc(-c2ccccc2)sc1-c1ccc(SCC(=O)NCc2ccccc2Cl)nn1
    ·	9%	·	·	31	-8%
> O=C(c1cccnc1)N1CCC(Oc2ccc(C(=O)N3CCCCO3)cc2)CC1
    2%	70%[activator]	-9%	4%	1	10%

# Among those listed so far, two contain bromine.
# Second line of a record – AMA1 RON2 block	Sm TGR inh	HCV inh	FBPA Giardia inh	HCMV antiviral	AmpC detergent
> O=C(CSc1ncc(S(=O)(=O)c2ccc(Br)cc2)c(=O)[nH]1)NCc1ccccc1Cl
    ·	4%	·	·	-34	13%
> COc1ccc(/C=C/C(=O)NCc2cn(C)nc2C)cc1COc1ccc(Cl)cc1Br
    -5%	-21%	?	1%	12	1%

# Next compounds:
# Second line of a record – AMA1 RON2 block	Sm TGR inh	HCV inh	FBPA Giardia inh	HCMV antiviral	AmpC detergent
> CC1(C)OC(=O)C(=NNc2ccc(O)cc2)C(=O)O1
    -11%	-24%	?	-1%	-10	3%
> CCC(CC)C1C(C#N)=C(N)SC(N)=C1C#N
    46%[activator]	?	-2%	-2%	-6	?
> CN1CCN(C(=O)CCc2nnc3ccc(N4CCC5(CC4)OCCO5)nn23)CC1
    6%	-22%	0%	·	?	2%
> O=C(O)CSc1nccn1-c1cccc(Cl)c1
    -5%	0%	12%	9%	-25	-6%
> COCCN1CC(CNC(=O)c2cc(COc3ccccc3SC)on2)CC1=O (centres undefined)
    -5%	-22%	5%	5%	8	5%
> Cc1ccc(S(=O)(=O)N2CCOCC2)cc1C(=O)Nc1ccc2c(c1)OCCO2
    -6%	4%	-5%	·	3	?
> COc1ccc(OC)c(S(=O)(=O)NCC(c2ccco2)S(=O)(=O)c2ccccc2)c1 (centres undefined)
    2%	0.32µM*	6%	·	-13&14	-20%&2%
> Cc1ccc(NC(=O)CN2C(=O)NC3(CCCc4ccccc43)C2=O)cc1S(=O)(=O)N1CCOCC1 (centres undefined)
    -14%	-1%	-14%	3%	20	7%
> CCCCN(C)C(=O)CCCCn1c(=O)[nH]c2cc(OCC)c(OCC)cc2c1=O
    -11%	2%	-8%	3%	50	2%
> CN1OC(COC(=O)c2ccccc2)CC1c1ccccc1 (centres undefined)
    0%	2%	18%	6%	-6	-22%
> COC(=O)c1c(NC(=O)c2nc3ccccc3s2)sc2c1CCN(C(C)=O)C2
    79%[activator]	-10%	-26%	-6%	·	?
> COc1ccc(CC(=O)NC(C)c2nnc(SCC(=O)Nc3ccccc3F)n2C)cc1 (centres undefined)
    -7%	-7%	3%	4%	20	0%
> COc1cccc(CC(NC(C)=O)C(=O)NC2CCN(c3nnnn3-c3ccccc3)CC2)c1OC (centres undefined)
    -6%	5%	-1%	-2%	1	0%
> COc1ccc(C(c2c(NC(=O)c3ccco3)sc(C)c2C)N2CCOCC2)cc1 (centres undefined)
    4%	-16%	?	·	-30	122%[activator]
> CCN(CC)N=Nc1[nH]nc2nc(C)cc(C)c12
    16%	5%	-16%	0%	107	-4%
> CCOc1ccc(N(CC(=O)Nc2ccc(C)c(C)c2)S(=O)(=O)c2c(C)noc2C)cc1
    0%	7%	?	-13%	-71*	-1%
> N#CCCN(CCC#N)S(=O)(=O)c1ccc(C(=O)Nc2nnc(C3=COCCO3)o2)cc1
    64%[activator]	-2%	-4%	16µM*	1	2%
> CC(=O)N(C)c1nnc(-c2cnccn2)s1
    17%	-32%	22%	·	4	-5%
> Cc1ccc(NC(=O)c2ccc3c(c2)OCCO3)cc1S(=O)(=O)Nc1cccc(Cl)c1
    -10%	-12%	10µM*	-8%	-33	-8%
> CCCCN(C(=S)Nc1ccccc1)C1CCS(=O)(=O)C1 (centres undefined)
    3%	-31%	7%	4%	-22	1%
> CCc1c(C)c(C#N)c2nc3ccccc3n2c1Nc1cccc(C(F)(F)F)c1
    ·	2%	·	·	-30	0%
> COc1ccc(C(=O)c2cn[nH]c2-c2ccc(C)cc2O)cc1
    98%[activator]	32%	3%	8%	14	0%
> ClC(Cl)c1nnc(-c2ccccc2)c(-c2c[nH]c3ccccc23)n1
    -7%	-13%	?	-6%	-86*	-13%
> CC(=O)N1CCc2cc(Br)cc(S(=O)(=O)CCC(=O)N3CCN(c4ccccc4Cl)CC3)c21
    ·	-14%	·	·	10	-6%
> CCOc1ccc(-n2c(C)nc3cc(C(=O)NCCN4CCOCC4)ccc32)cc1
    3%	-1%	-8%	0%	8	-4%
> O=C(CCN1C(=O)c2ccncc2C1=O)Nc1cc(F)ccc1F
    0%	0%	15%	4%	-28	5%
> CN(C)CCCN(C(=O)c1ccc(S(=O)(=O)N2CCCc3ccccc32)cc1)c1nc2ccc(F)cc2s1
    ·	-19%	·	-21%	-113*	-7%
> CC(C)NC(=O)C1CC(=O)N(C(C)c2ccccc2)C1 (centres undefined)
    -9%	13%	-13%	4%	12	?
> COc1ccc(N2CCN(C(=O)c3ccc4nc(N5CCCCC5)sc4c3)CC2)cc1
    0%	-17%	9%	-12%	72	-9%
> Cc1ccc(C)c(-c2nnc(NC(=O)c3ccc4c(c3)OCCO4)o2)c1
    ·	3%	·	·	?	17%
> O=C(Nc1cccn(Cc2c(Cl)cccc2Cl)c1=O)C1CC1
    -19%	0%	-9%	-10%	?	1%
> COC(=O)/C(=C\c1c(OC)cc(OC)cc1OC)C(=O)c1ccc2c(c1)OCO2
    0%	·	-23%	7%	-8	·
> O=C(Cc1ccc(F)cc1)Nc1cccc(-c2ccc3nncn3n2)c1
    2%	1%	-6%	1%	0	11%
> N=C(N)SCP(=O)(c1ccccc1)c1ccccc1
    4%	-13%	?	-9%	-3	2%
> O=S(=O)(Nc1c(O)ccc2ccccc12)c1ccccc1
    -19%	·	12%	·	1	·
> C/C(=C\c1ccccc1)CN1CCN(Cc2ccc(C)o2)C(CCO)C1 (centres undefined)
    11%	-15%	3%	1%	?	1%
> Cc1onc(C(=O)Nc2sc3c(c2C(N)=O)CCCC3)c1[N+](=O)[O-]
    74%[activator]	?	-7%	-21%	0	-8%
> CCc1ccc(C(=O)Cn2cnc3cc([N+](=O)[O-])ccc3c2=O)cc1
    -2%	3%	-25%	-2%	6	-6%
> COc1ccc(S(=O)(=O)n2nc(OC(=O)C3CCCCC3)cc2N)cc1
    15%	1%	14%	0%[12.9 µM]	49	-9%
> O=C(c1cccs1)c1ccccc1Cc1cccs1
    38%[activator]	·	-8%	·	-12	·
> O=c1c2ccccc2oc2cc(-c3ccc(CN4CCOCC4)cc3)ccc12
    -20%	?	-2%	·	28	-5%
> Cc1c2cnn(-c3ccccc3)c(=O)c2c(C)n1CC(=O)NCc1ccc(Cl)cc1
    ·	-1%	·	·	-25	18%
> CC(C)CNS(=O)(=O)c1cc(C(=O)N2CCOCC2)c(Cl)cc1Cl
    5%	-26%	12%	0%	-1	-3%

# Screening data (PubChem)
